C8 TRAIL sens – sensitizes caspase-8 expressing cells to TRAIL; NB7+C8 cells + TRAIL, ATPlite viability luminescence; inhibition (viability loss, TRAIL sensitization), % at 10 µM; 1% of 360,000 active; AID 624354;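 active = compounds causing at least 50% loss of cell viability in the single-dose screen, relative to plate controls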
LRH-1 inv ag – inverse agonists of human LRH-1 (NR5A2) | O00482 | HEK293T StAR-luciferase reporter, LRH-1 transfected, 24 h | inhibition, % at 3.6 µM | 0.13% of 360,000 active;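 active = inhibition above the mean inhibition of all tested compounds plus 3 SD, cut at about 73% in these data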;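 note: 0% = DMSO wells and 100% = reporter-only cells lacking LRH-1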
NR2F2 inh – inhibitors of human COUP-TFII (NR2F2). P24468. HEK293T NGFI-A luciferase reporter, luminescence. inhibition, % at 8.6 µM. 0.7% of 370,000 active;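 active = inhibition above a per-plate cutoff, mean inhibition of test wells between control levels plus 3 SD, cut at about 38% in these data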;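 note: cells cotransfected with COUP-TFII expression vector driving the NGFI-A reporter; 0% = median of COUP-TF2 test wells and 100% = reporter-only cells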
NCOA1 inh – inhibits human SRC1 coactivator. Q15788. HEK293 GAL4-SRC1 luciferase reporter, luminescence. inhibition, % at 3.6 µM. 0.12% of 360,000 active. AID 588354;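 active = inhibition above the campaign mean plus 3 SD, with each screening campaign given its own cutoff, cut at about 60% in these data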;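 note: 0% = DMSO treated cells and 100% = gossypol at 36 µM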
EBV LMP1 NFkB – reduces LMP1-driven NF-kappaB luciferase signal | LMP1-induced NF-kappaB luciferase reporter cells, luminescence | inhibition, % at 12.5 µM | 0.69% of 350,000 active | AID 504558; in the data active = inhibition above about 41%;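 note: 0% = neutral control wells and 100% = reference inhibitor control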
TROY signal inh – TROY signaling inhibition. Q293 LMP1-TROYcd NF-kB luciferase reporter, 4 h. inhibition, % at 10 µM. 0.98% of 360,000 active. AID 1347056;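 active = compounds whose plate-normalised and pattern-corrected inhibition of the luciferase reporter signal at the single screening dose is 50% or more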
Shn3 inh set2 – inhibitors of Schnurri-3 3'UTR reporter in osteoblasts. 0.52% of 360,000 active. Clone20 osteoblast Shn3 3'UTR firefly luciferase, 24 h. AID 588674. inhibition, % at 12.5 µM;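 active = mean inhibition of at least 75% with every replicate also reaching 75%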;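 note: 0% = median of neutral control wells and 100% = pilot-screen positive control compound; some compounds past the cut are filed as inactive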
TWEAK-Fn14 inh – blocks TWEAK-Fn14 interaction in a reporter cell assay | TWEAK-stimulated Fn14 reporter cells, luciferase luminescence, 8 h | inhibition, % at 10 µM | 2% of 360,000 active; in the data active = inhibition above about 50%
KKLEB cytotox – reduces viability of KKLEB cystic fibrosis airway cells; KKLEB CF airway cells viability, ATPlite luminescence, overnight; hits give low values; cells stimulated with P. aeruginosa culture filtrate; activity change (cytotoxicity), % at 5 µM; 0.36% of 360,000 active; AID 602141;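 active = corrected activity change at or below -50% at 5 µM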
CF NFkB block – inhibitors of cystic fibrosis induced NF-kB; KKLEB NF-kB-GFP reporter, PAF-induced, GFP fluorescence overnight; inhibition, % at 5 µM; 0.86% of 360,000 active; AID 588850;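 active = at least 50% inhibition at 5 µM, scaled per plate between neutral and stimulator controls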;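 note: PAF is a Pseudomonas aeruginosa culture filtrate used as stimulus; plate controls were PAF-stimulated DMSO wells for no effect and unstimulated DMSO wells for full effect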
SRC3 inh – human NCOA3 inhibition. HEK293 GAL4-SRC3 luciferase reporter, luminescence. inhibition, % at 3.6 µM. 0.17% of 360,000 active;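 active = inhibition above a per-campaign cutoff, the mean of all compounds plus 3 SD, cut at about 60% in these data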;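 note: 0% = DMSO-treated cells and 100% = gossypol-treated cells at 36 µM; higher means less SRC3-driven luciferase light from the GAL4 reporter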
An asterisk follows results filed as active; . = no result given.

SMILES | C8 TRAIL sens | LRH-1 inv ag | NR2F2 inh | NCOA1 inh | EBV LMP1 NFkB | TROY signal inh | Shn3 inh set2 | TWEAK-Fn14 inh | KKLEB cytotox | CF NFkB block | SRC3 inh
O=c1c2c3n(c(=O)nc2[nH]n1-c1ccccc1)CCCCC3 | 7 | 12 | 5 | -6 | 0 | -9 | -8 | -1 | -16 | 7 | -2
O=C(COC(=O)c1cccc(S(=O)(=O)N2CCCC2)c1)Nc1ccccc1 | -1 | 2 | -11 | 15 | 7 | -5 | -13 | 21 | -3 | 2 | -8
O=c1c2ccccc2c(C=NCCc2ccccc2)c(O)n1Cc1ccccc1 | 2 | -2 | 3 | -9 | -7 | 4 | -5 | 0 | -17 | 14 | -10
COC(=O)c1cc(OC)c(OC)cc1NC(=O)C(C)c1ccc([N+](=O)[O-])cc1 (stereo unspecified) | -2 | 2 | 11 | -14 | -6 | 9 | 10 | -1 | 5 | 6 | -8
CCCOc1ccc(-c2nnc(-c3cccs3)o2)cc1 | 32 | -155 | -42 | -99 | 6 | 16 | -11 | 46 | -10 | -14 | -114
O=C(NCCc1nc(-c2ccccc2)no1)c1ccccc1 | 5 | -4 | -11 | -6 | 6 | -5 | -4 | 3 | 6 | -4 | 1
CC1=CC(C)(C)Nc2ccc(OC(=O)CN3C(=O)C4CCCCC4C3=O)cc21 (stereo unspecified) | -10 | 17 | 18 | -15 | -4 | -5 | 43 | 25 | 0 | 7 | -13
CC(C)Cc1ccc(-c2cc3nc(NCc4cccc(Cl)c4)ccn3n2)cc1 | 18 | -44 | -13 | -35 | . | -56 | -20 | 30 | -4 | 6 | -14
COc1ccc(-c2sc3ccccc3c2C#CCO)cc1 | 4 | -11 | 27 | 5 | 7 | 15 | -22 | 48 | -16 | 5 | 6
CCn1nnc(NC(=O)c2ccc(-c3ccc(Cl)cc3)o2)n1 | -14 | -53 | -13 | -45 | 6 | -5 | -26 | -9 | -6 | -1 | -34
Cc1ccc2nc(Cl)c(C#N)cc2c1 | -5 | 9 | -3 | -8 | -12 | -13 | -14 | 0 | 4 | -14 | -4
N#Cc1cccc(Oc2ccc(-c3cnc4ccccc4n3)cc2)c1C#N | 27 | 3 | 2 | 8 | 14 | -1 | 13 | -20 | 0 | 10 | 12
Nn1c(Cc2ccccc2F)nnc1SCC(=O)N1CC(=O)Nc2ccccc21 | 1 | -26 | 4 | 1 | -1 | -5 | -4 | -3 | -19 | 4 | 7
Cc1ccc(NC(=O)CN(C)c2ccc(S(=O)(=O)N3CCN(C)CC3)cn2)cc1 | 3 | -3 | -12 | 5 | -3 | 6 | 0 | -8 | -4 | -8 | 6
COc1cc(CCC(=O)OCC(=O)NCc2ccccc2)cc(OC)c1OC | -4 | 3 | -26 | 5 | 3 | -5 | 0 | -10 | 4 | 16 | -9
COC(=O)C1CC(O)CN1S(=O)(=O)c1cccs1 (stereo unspecified) | -1 | -29 | -15 | 11 | -10 | 1 | -8 | -20 | 6 | 10 | 11
O=C(Nc1ccc(C(=O)N2CCOCC2)cc1)C1CCCC1 | -6 | 6 | 1 | -8 | -5 | -9 | -10 | -5 | 3 | 21 | 6
COCCN(C(=O)c1ccc(C)o1)c1c(N)n(CC(C)C)c(=O)[nH]c1=O | -20 | 5 | -4 | 5 | -3 | -4 | 8 | 6 | 8 | -16 | 12
Cc1cccc(NC(=O)c2cc(-c3ccccn3)nc3ccccc23)c1C | 13 | 28 | -6 | 12 | 10 | 49 | 62 | 5 | 5 | 6 | 33
CCOC(=O)C(=CNc1cc(C)nn1C(C)(C)C)C(=O)OCC | -9 | 24 | -2 | -2 | -2 | 4 | -7 | 21 | -1 | 6 | -4
CC(=O)c1sc(NC(=O)COc2ccc([N+](=O)[O-])cc2)nc1C | 4 | 12 | -8 | -11 | -5 | -11 | -11 | 8 | -8 | 7 | 1
O=C(CC1C(=O)NCCN1Cc1c(F)cccc1Cl)NCc1ccccc1 (stereo unspecified) | -1 | -3 | -6 | 9 | 2 | 1 | -3 | -4 | 8 | -31 | 1
CC1(C)Cc2ccccc2-c2nc(NCCCO)n(-c3ccccc3)c(=O)c21 | 8 | -12 | -12 | -23 | 6 | -18 | 13 | -14 | -2 | 16 | -11
Cc1c(C)c(C)c(/C=[N+](/C)[O-])c(C)c1C | -7 | 12 | 0 | -4 | 11 | 13 | -10 | 10 | -4 | 19 | 1
Cc1nnc2ccc(N3CCCCC3)nn12 | -7 | 7 | 0 | -6 | 9 | -7 | 16 | 16 | 8 | -29 | -6
CCN(CC(=O)Nc1ccc(OC)cc1)C(=O)CSCC(=O)Nc1ccc(C)cc1 | 9 | 3 | 9 | -11 | 4 | 19 | -6 | 2 | -3 | 2 | 6
COc1ccc(NC(=O)C(C)N2c3cccc4cccc(c34)S2(=O)=O)cc1 (stereo unspecified) | -2 | -17 | -7 | -10 | 1 | 18 | 9 | -8 | 4 | -2 | -5
CN1Cc2ccccc2N(CC(=O)NCc2ccccc2)C1=O | 15 | 8 | 17 | 11 | -7 | 19 | 12 | -10 | 4 | -11 | 13
CCOc1ccc(N2C(=O)CC(SC(=NC)Nc3cccc(OC)c3)C2=O)cc1 (stereo unspecified) | -10 | -17 | 23 | -12 | -8 | 21 | 8 | 4 | -4 | -10 | 3
CCOc1ccc(NC(=O)CCn2cccc2)cc1 | 5 | -4 | -7 | 16 | -5 | -25 | -5 | -20 | -6 | -1 | 18

5 compounds drawn at random from the list so far, as already listed:
SMILES | C8 TRAIL sens | LRH-1 inv ag | NR2F2 inh | NCOA1 inh | EBV LMP1 NFkB | TROY signal inh | Shn3 inh set2 | TWEAK-Fn14 inh | KKLEB cytotox | CF NFkB block | SRC3 inh
Cc1nnc2ccc(N3CCCCC3)nn12 | -7 | 7 | 0 | -6 | 9 | -7 | 16 | 16 | 8 | -29 | -6
O=C(CC1C(=O)NCCN1Cc1c(F)cccc1Cl)NCc1ccccc1 (stereo unspecified) | -1 | -3 | -6 | 9 | 2 | 1 | -3 | -4 | 8 | -31 | 1
CC(=O)c1sc(NC(=O)COc2ccc([N+](=O)[O-])cc2)nc1C | 4 | 12 | -8 | -11 | -5 | -11 | -11 | 8 | -8 | 7 | 1
CCOc1ccc(NC(=O)CCn2cccc2)cc1 | 5 | -4 | -7 | 16 | -5 | -25 | -5 | -20 | -6 | -1 | 18
CC1(C)Cc2ccccc2-c2nc(NCCCO)n(-c3ccccc3)c(=O)c21 | 8 | -12 | -12 | -23 | 6 | -18 | 13 | -14 | -2 | 16 | -11

Next part.
SMILES | C8 TRAIL sens | LRH-1 inv ag | NR2F2 inh | NCOA1 inh | EBV LMP1 NFkB | TROY signal inh | Shn3 inh set2 | TWEAK-Fn14 inh | KKLEB cytotox | CF NFkB block | SRC3 inh
C=CC(=O)Nc1cccc(Oc2ccnc(Nc3ccc(N4CCN(C)CC4)cc3)n2)c1 | 14 | 5 | 16 | 23 | 35 | 16 | 66 | -7 | -24 | 63* | 1
CCOC(=O)CC(NC(=O)Cc1cccs1)c1ccccc1Cl (stereo unspecified) | 3 | -14 | -6 | 10 | 8 | 4 | 8 | 13 | -19 | -6 | 4
Cc1cccc(NC(=O)c2ccc(NCCc3ccccc3)c([N+](=O)[O-])c2)c1 | 2 | 3 | -12 | 0 | 2 | -1 | 2 | -23 | -7 | -8 | 1
O=C(COC(=O)c1cccc(O)c1)Nc1ccc(S(=O)(=O)N2CCOCC2)cc1 | 0 | 6 | 18 | -13 | -2 | 9 | -7 | 6 | -18 | 19 | -1
COc1ccccc1CCNC(=O)c1cc(C2CC2)nc2c1cnn2C(C)C | 22 | -3 | 8 | -7 | 7 | -8 | 20 | 11 | -1 | 3 | 10
COc1cc(SC)ccc1C(=O)N1CCCCCC1 | 3 | -3 | 3 | 3 | -2 | 2 | -18 | -9 | -8 | 12 | 12
Cc1ccc(-n2c(SCC(=O)N3CCOCC3)nnc2-c2cccnc2)cc1C | -1 | 4 | 1 | -7 | -16 | -32 | 14 | -12 | -6 | -10 | -1
CCc1ccc(C(=O)OCC(=O)Nc2c(C)n(C)n(-c3ccccc3)c2=O)cc1 | -9 | 4 | 18 | -21 | -4 | -4 | -10 | 14 | 10 | -18 | 6
CCOc1ccc(N(CC(=O)NCCc2ccc(F)cc2)S(=O)(=O)c2ccccc2)cc1 | 10 | 3 | -6 | 5 | 2 | 9 | 16 | 1 | 20 | -19 | -14
COc1ccc2[nH]cc(CCNC(=O)/C=C/[C@H]3O[C@@H](n4cc(C)c(=O)[nH]c4=O)C[C@@H]3O)c2c1 | -10 | 6 | -6 | 0 | . | 3 | -3 | 3 | 15 | -6 | 20
N#C/C(=C\c1cc2ccccc2nc1N1CCCCC1)C(N)=O | -1 | -27 | -29 | -9 | -15 | -4 | 3 | 30 | -7 | -14 | 3
COc1ccc(-c2nn(-c3ccccc3)cc2/C=C/C(=O)N2CCN(c3ccccn3)CC2)cc1 | -18 | 7 | 6 | 20 | 14 | 10 | 16 | 44 | -15 | 38 | 4
O=C(COC(=O)c1cc(-c2ccc(F)cc2)nc2ccccc12)NCC1CCCO1 (stereo unspecified) | 13 | -19 | -3 | -4 | 8 | -5 | -27 | -18 | 8 | -42 | -4
O=C(Nc1ccc2c(c1)OCCO2)C1CC(c2ccc(F)cc2)=NO1 (stereo unspecified) | -1 | 0 | 10 | -1 | 3 | 2 | -9 | 14 | -1 | 8 | 0
CC[C@]12c3[nH]c4ccc(OC)cc4c3CCN1C(=O)C(CC(=O)NCc1ccc(OC)c(OC)c1)C[C@@H]2C(=O)N1CCN(C(=O)C2CC2)CC1 (stereo partly specified) | 0 | -6 | -1 | -4 | 0 | 0 | -3 | -1 | 1 | 2 | -10
Nc1nnnn1/N=C\c1ccc(Cl)c([N+](=O)[O-])c1 | -10 | -3 | -12 | 17 | -11 | -7 | 0 | 3 | 2 | 2 | 21
O=C(CN1C(=O)S/C(=C\C=C\c2ccccc2)C1=O)N1CCCCC1 | 2 | -12 | . | -9 | 5 | -17 | -21 | -4 | 7 | 5 | 7

Not all compounds are listed. The share of hits here may be higher or lower than overall.
